Compound activity deposited in PubChem by several laboratories.
CSM14.1 death rescue: rescue of cells from ER stress-induced death, primary screen, 384-well, CSM14.1, thapsigargin, ATP luminescence (AID 1222). cellular ATP content (survival), % at 20 µM; hits with a dose series show EC50 in µM. CSM14.1 thapsigargin-induced death rescue, ATP luminescence; higher % means a stronger effect. 190,000 tested, under 10 active;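 active = EC50 below 50 µM in the dose-response confirmation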;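 also: death triggered by thapsigargin at about 15 µM added after 2 h compound pretreatment; cell ATP read after overnight thapsigargin exposure of roughly 18 to 22 hours; normalized against plate controls of thapsigargin alone and 5% DMSO vehicle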
Salmonella PhoP GFP: inhibitors of PhoP regulon expression, primary screen, Salmonella Typhimurium, GFP reporter (AID 1863); one-dose inhibition, % at 50 µM; IC50 in µM for titrated hits; 300,000 compounds, 0.16% hits; S. Typhimurium PhoP-regulated promoter GFP reporter, 4 h; higher % means a stronger effect;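 active = inhibition over 29.93%, a cutoff 3 SD above the screen mean, later confirmed by dose response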;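 also: 0% = low Mg2+ inducing control and 100% = high Mg2+ repressing control; strong numbers were not always called active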
T cell modulator: modulators of CD8 T cell-vesicle binding, primary screen, mouse 2C CD8+ T cells, flow cytometry; 2C CD8+ T cell-vesicle binding; active compounds read low; calls only at 7 µM; 330,000 compounds, 0.068% hits;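 active = response, share of CD8 T cells binding vesicles, and their 90th percentile fluorescence all below set limits, cut at about 80% in these data, passing the limit was not always enough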
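material = purified 2C TCR transgenic mouse naive CD8+ T cells | controls = Unloaded micro-vesicles (low), QL9 vesicles with 0.7% DMSO (high) | detection = cytometric PE anti-B7-1 and Alexa647 anti-CD8 signals after 1% paraformaldehyde fixation | incubation = binding step 1.5 h, 37 °C, antibody labelling 20 min, ice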
MT stabilize HCS: microtubule stabilizers in HeLa cells, primary screen, imaging, high-content imaging | HeLa tubulin immunostaining HCS, 24 h; share of cells brighter than vehicle mean+2SD | % tubulin-high responders, % at 10 µM | 200,000 compounds, 0.83% hits | AID 2205, 2009;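 active = plate Z-score above 3 for both tubulin-high and condensed-nucleus cell shares, with cell loss under 80%, at 10 µM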;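 also: anti alpha tubulin signal scored within the nucleus-defined area of each cell; some results filed as inactive read as strong as hits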
Lipid droplet: inhibitors of hepatocyte lipid droplet formation, primary screen, imaging, high-throughput imaging, BODIPY stain; AML12 mouse hepatocytes, oleate lipid droplets; inhibition, % at 6.5 µM; 240,000 compounds, 0.4% hits;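 active = lipid droplet intensity inhibited by at least 50%, with more than 500 cells counted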
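material = mouse AML12 hepatocyte cell line, fixed after treatment | also added = 100 µM oleic acid challenge | doses = compound at 6.5 µM only | schedule = overnight exposure | technique = Image-based BODIPY and DAPI two-channel analysis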
Dynein transport: inhibitors of GR-EGFP nuclear translocation, primary screen, dynein cargo transport inhibitor project, imaging, high-content, 3617.4 mouse cells. test concentration mostly 20 µM; stimulated with dexamethasone, 1 µM; active compounds read low. z-score, hits read low. 220,000 compounds, 0.47% hits. AID 1381, 2008;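 active = plate z-score of nuclear minus cytoplasmic receptor signal below a set negative limit, without overly bright fluorescence or cell loss, cut at about -3.5 in these data, passing the limit was not always enough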;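 also: z-score of nuclear minus cytoplasmic ring GR-EGFP intensity difference per well; some compounds called inactive have numbers as strong as hits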
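Also added – dexamethasone, 1.0 µM final · Buffer or medium – tet-free, stripped-serum medium · Schedule – induction 48 h, compound 1 h, agonist 30 min · Detection – formaldehyde fixation, Hoechst nuclear stain, 10x automated fluorescence imaging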
Autophagy HCS: autophagy modulators in MEF cells, primary screen, imaging, high-content, MEF GFP-LC3 | MEF GFP-LC3 puncta imaging; test concentration mostly 10 µM | AID 463193, 2010 | 190,000 compounds, 0.98% hits | calls only at 10 µM (by protocol);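 active = percentage of spot-positive cells more than 3 SD above its plate mean, without a fluorescence outlier flag or 80% toxicity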;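 also: spot-positive cell cutoff set from DMSO-treated cells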
Insulin prom up: insulin promoter activators in MIN6 cells, imaging, high-content screening, mouse beta cells. AID 1625, 2009. z-score at 5 µM. 190,000 compounds, 0.3% hits. MIN6 insulin promoter-GFP reporter; active compounds read high;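 active = z-score above 3 at 5 µM with at least 500 cells counted in the well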
b-catenin transl: modulators of beta-catenin nuclear translocation, primary screen, imaging, HeLa cells, immunofluorescence, high-content; nuclear translocation activity, % at 5 µM; 190,000 compounds, 0.3% hits; AID 1665, 2009;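 active = nuclear translocation activity above 50% at 5 µM, with a well cell count of 50 or more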;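 also: per-cell ratio of nuclear to cytoplasmic median beta-catenin stain intensity; plate controls were DMSO negative control for no effect and GSK-3 inhibitor IX positive control for full effect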
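Test system: human HeLa cell line; Doses: 5 µM primary, 0.02–20 µM confirmation; Incubation: 24 h compound exposure, 37°C; Detection: beta-catenin immunofluorescence imaging with DAPI; Read-out: beta-catenin nuclear/cytoplasmic ratio, % activation.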
Dynein transport cytoplasmic EGFP: further read-out of Dynein transport, marked with its call; z-score; measured here: cytoplasmic GR-EGFP intensity; active compounds read high
Dynein transport nuclear GR-EGFP: recorded beside Dynein transport, whose call it bears; z-score; measured here: nuclear GR-EGFP intensity;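 lower value marks the stronger effect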
Dynein transport cell count: second read-out of Dynein transport, no call of its own (marks repeat the call); z-score; measured here: cell count per field
Insulin prom up cell count: second read-out of Insulin prom up, no call of its own (marks repeat the call); cell count; measured here: cytotoxicity, nuclei count;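 total cells summed across four imaged fields per well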
Lipid droplet cells 6.5 µM: second read-out of Lipid droplet, no call of its own (marks repeat the call); cell count; measured here: cell count, cytotoxicity flag;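 cells counted across two imaged fields per well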
b-catenin transl cell count 5 µM: recorded beside b-catenin transl, whose call it bears; cell count; measured here: cell count, cytotoxicity flag
T cell modulator vesicle-bound %: also measured in T cell modulator; calls as there; double positive events, %; measured here: CD8+ vesicle-bound cell fraction;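 binding gate set so that unloaded-vesicle control wells show 10% double positive cells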
MT stabilize HCS Hoechst-high %: recorded beside MT stabilize HCS, whose call it bears; % Hoechst-high responders; measured here: nuclear condensation Hoechst responders;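 share of cells brighter than vehicle mean plus two SD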
MT stabilize HCS cytotoxicity %: further read-out of MT stabilize HCS, marked with its call; toxicity, %; measured here: cytotoxicity by cell density;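 0% = mean cell density of plate MIN control wells and 100% = no cells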
Autophagy HCS cell loss 18 h: also measured in Autophagy HCS; calls as there; toxicity, %; measured here: cell loss, nuclei count;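 cell loss after 18 h compound exposure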
* hit, by the source's call; i = inactive; / = no result given; & = joins results of further samples.

SMILES	CSM14.1 death rescue	Salmonella PhoP GFP	T cell modulator	T cell modulator vesicle-bound %	MT stabilize HCS	MT stabilize HCS Hoechst-high %	MT stabilize HCS cytotoxicity %	Lipid droplet	Lipid droplet cells 6.5 µM	Dynein transport	Dynein transport cytoplasmic EGFP	Dynein transport nuclear GR-EGFP	Dynein transport cell count	Autophagy HCS	Autophagy HCS cell loss 18 h	Insulin prom up	Insulin prom up cell count	b-catenin transl	b-catenin transl cell count 5 µM
N#C/C(=C\c1ccc([N+](=O)[O-])cc1)C(=O)NCCCn1ccnc1	/	-3%	i	14	/	/	/	-1	638	0.28	-0.63	-0.16	-0.53	/	/	0.38	1012	-1.8	1389
COc1ccc(CN2CCN(C(=O)c3cccnc3)CC2)cc1Br	-3.4%	-5%	i	9	2.2	1.9	5.8	/	/	-0.5	-0.21	-0.087	0.44	i	-4	1	1187	-4.1	961
CCN(CC)CCOC(=O)c1ccc(NC(=O)c2ccc(Cl)c(S(=O)(=O)N3CCCCCC3)c2)cc1	-2.6%	5%	i	48	25*	19*	30*	11	690	1.5	-0.21	0.35	0.12	i	3	-1	1218	4.9	949
Brc1ccc2[nH]c3nc(SCCN4CCOCC4)nnc3c2c1	-0.5%	3%	i	45&60	4.1&3.3	2.6&1.5	0.9&5.6	21	666	0.05&1.7	-0.24&-0.3	-0.11&0.25	0.68&-0.81	i	-5&-8	-0.25	1143	-0.2	1054
COc1ccc(OC)c(NC(=O)CSc2nnc(Cc3cccn3C)n2-c2ccc(F)cc2)c1	/	-4%	i	63	5.6	0.7	4.5	-11	668	-0.041	-0.15	0.11	-0.36	/	/	0.19	1860	-0.1	1073
COc1ccc(/C(O)=C2\C(=O)C(=O)N(CC3CCCO3)C2c2cc(OC)ccc2OC)cc1 (stereo unspecified)	-0.9%	-21%	i	34	1.6	1.6	6.2	8	802	-0.37	-0.19	-0.027	0.75	i	-15	0.32	869	/	/
COc1cc(Cl)c(C)cc1NC(=O)CSc1ccccc1	0.1%	10%	i	27	4.0	1.8	10	-24	594	0.27	0.063	0.73	-1.9	i	8	0.02	1300	-1.3	1097
Cn1cc([N+](=O)[O-])c(C(=O)N/N=C/c2ccc3c(c2)OCO3)n1	-2.4%	-2%	i	64	2.9	3.7	7.3	1	666	0.16	0.032	0.52	-0.26	i	18	-0.57	1628	-1.1	950
Cc1onc(NC(=O)c2ccc([N+](=O)[O-])o2)c1Br	/	-5%	i	58	/	/	/	-8	675	-0.12	0.0036	-0.23	0.55	/	/	-0.35	1354	5.1	1262
CC(=O)Nc1cccc(/C(C)=N/Nc2nc3ccccc3s2)c1	0.3%	0%	i	18	3.4	3.5	3.2	12	662	0.085	-0.32	0.32	0.67	i	2	-0.13	1234	0.9	1000
Cc1cc(=O)n2nc(N3CCCC(C(=O)N4CCN(c5ccccc5)CC4)C3)sc2n1 (stereo unspecified)	3.5%	-1%	i	8	7.1	1.6	11	6	773	-0.077	-0.16	0.75	0.21	i	-6	-1	1302	3.4	1165
COc1cc(NC(=O)CCCC(=O)OCC(F)(F)C(F)F)nc(OC)n1	-0.9%	8%	i	31	4.1	2.4	12	/	/	0.79	-0.29	0.32	-0.36	i	-42	0.82	850	0.0	1145
CC(=O)Nc1nc2n(n1)C(c1ccccc1)C=C(c1ccccc1)N2 (stereo unspecified)	-0.6%	-9%	i	40	5.3	1.5	7.4	/	/	0.065	-0.33	0.19	-0.76	i	-1	1.1	1153	0.8	1125
CSc1ccccc1-n1nnnc1SCC(=O)NCc1cccs1	-1.9%	15%	i	28	3.1	2.6	7.9	-36	690	1.3	-0.23	0.47	0.89	i	-4	/	/	0.3	492
O=C(CNC(=O)c1ccc(Cl)cc1)N/N=C/c1cccnc1	/	-4%	i	37	/	/	/	-24	710	-0.32	-0.26	0.48	0.23	/	/	0.46	1086	0.2	1371
Cc1ccccc1-c1nnn(CC(=O)N2CCN(S(=O)(=O)c3ccc(Cl)cc3)CC2)n1	-1.1%	4%	i	16	1.0	1.2	6.0	-35	663	-1.1	-0.2	0.12	0.67	i	1	0.64	834	-0.1	866
CCn1c(C(C)NC(=O)c2ccccc2C)n[nH]c1=S (stereo unspecified)	0.5%	2%	i	60	2.0	0.7	3.9	5	648	-0.41	0.16	0.05	0.2	i	15	0.3	1374	0.7	1511
Fc1ccc(-c2nnc(Cc3nnc(-c4ccc(F)cc4)o3)o2)cc1	0.0%	-5%	i	16	4.0	2.7	8.6	/	/	0.24	-0.21	0.45	0.77	i	-13	/	/	0.1	1159
CCC(C)/C(C)=N/NC(=O)C1COc2ccccc2O1 (stereo unspecified)	0.9%	-3%	i	60	5.0	2.8	8.3	-4	382	0.33	-0.23	-0.0088	-0.041	i	18	0.16	1318	0.5	1055
O=C(CCc1ccccc1)NC(NC(=S)Nc1ccc(Br)cc1)C(Cl)(Cl)Cl (stereo unspecified)	1.1%	8%	i	29	1.7	0.6	10	10	789	-0.23	-0.17	0.078	0.4	i	-10	0.43	876	-3.3	1116
O=C(CN1C(=O)C2C3C=CC(C3)C2C1=O)Nc1ccc(S(=O)(=O)Nc2nccs2)cc1 (stereo unspecified)	/	/	i	22	/	/	/	31	665	2.2	-0.7	1.1	-1.6	/	/	-0.25	930	0.1	1364
COC(=O)c1ccc(Sc2nnnn2-c2ccccc2)c([N+](=O)[O-])c1	-0.3%	6%	i	24	4.1	2.9	3.6	/	/	0.21	0.052	0.88	-1.2	i	-13	0.87	1466	2.4	1523
Cc1cc(C(=O)Cn2cc(C(F)(F)F)ccc2=O)c(C)n1-c1ccccc1	-0.4%	6%	i	40	2.9	2.1	7.2	-20	648	-0.4	-0.25	-0.41	0.3	i	5	0.47	1253	-3.3	1088
CC(C)(C)OC(=O)N1CCC(c2c(C(=O)O)cnn2-c2ccccc2Cl)CC1	-0.5%	-1%	i	33	3.3	1.6	11	/	/	-0.25	-0.097	0.16	0.087	i	-35	-0.07	1417	4.7	1364
O=C(C1=NN[C@@H]2C(=O)N(Cc3ccccc3)C(=O)[C@H]12)c1ccc(F)cc1	/	-9%	i	36	/	/	/	14	777	-0.77	-0.26	-0.38	1.3	/	/	0.02	1130	-2.0	1368
O=C(OCCN1C(=O)c2ccccc2C1=O)c1cccs1	0.3%	24%	i	31	8.7	3.2	10	/	/	-0.6	-0.14	-0.39	0.42	i	-33	-0.61	1703	-1.7	874
COc1ccc(NC2=C(Cl)C(=O)N(CCc3ccccc3)C2=O)c(OC)c1	-1.6%	6%	i	53	2.0	2.2	4.5	-2	557	-0.18	-0.13	-0.27	-0.31	i	5	-0.94	1178	-0.6	915
Clc1ccc(-n2nnnc2-c2cnc(-c3ccccn3)nc2-c2cccs2)cc1	1.8%	-1%	i	14	2.5	1.5	3.2	-13	710	1.3	-0.27	0.71	0.37	i	-4	/	/	-0.5	1083
FC(F)(F)c1cc(-c2ccco2)nc(N2CCOCC2)n1	-3.6%	-1%	i	25	4.6	2.0	7.0	6	773	0.97	-0.16	0.17	-1.4	i	0	-0.45	1255	-3.9	1239
CCc1ccc(N(CC(=O)Nc2ccc(NC(C)=O)cc2)S(=O)(=O)c2ccccc2)cc1	-6.1%	-5%	i	55	3.7	3.6	6.8	/	/	-0.46	-0.31	-0.31	0.14	i	3	0.34	1299	/	/
COC(=O)c1ccc(C)c(NC(=O)CCNC(=O)c2ccc([N+](=O)[O-])cc2)c1	4.0%	9%	i	39	3.1	1.7	10	-6	688	1.5	-0.14	0.78	-0.7	i	-4	0.2	1450	3.0	984
COc1ccc(NC(=O)CSc2nc3ccsc3c(=O)n2CCCCCC(=O)O)cc1	-0.8%	6%	i	20	2.2	2.3	5.5	-14	701	-0.49	-0.28	-0.66	-0.059	i	-1	-1	1150	-0.5	1124
O=C(Cn1c2c(sc1=O)C1c3ccccc3OCC1CS2)Nc1ccc(Cl)c(Cl)c1 (stereo unspecified)	-0.7%	-2%	i	42	2.9	2.4	1.9	-2	691	0.089	-0.26	-0.27	0.26	i	3	-0.09	1221	1.3	926
O=C(OC(C(=O)NCc1cccs1)c1ccccn1)c1cccs1 (stereo unspecified)	3.0%	2%	i	15	1.9	2.1	2.0	-13	745	1.1	-0.21	0.75	-0.62	i	-1	1.3	928	-5.8	1052
